# Compound activity deposited in PubChem by Johns Hopkins Ion Channel Center.
# KCNQ2 inh – KCNQ2 channel blockers in CHO-K1 cells – cell-based, FluxOR thallium flux, B-score, primary screen (AID 2156) | O88943 | 20 min; stronger effect = lower value | B-score at 10 µM | actives 1.1% (n = 310,000);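 active = fluorescence ratio B-score at most minus 3 library SDs, with starting brightness B-score within 2 library SDs, cut at about -5.5 in these data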
# Kir21 inh – inhibitors of mouse Kir2.1 inward-rectifier potassium channel. actives 0.85% (n = 310,000). HEK293-Kir2.1, FluxOR thallium flux fluorescence; stronger effect = lower value. B-score at 10 µM;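 active = fluorescence ratio B-score at or below minus 3 SD of library scores, with starting-brightness B-score within 2 SD, cut at about -4.2 in these data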;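 also: channel flux triggered by added potassium and thallium sulfate stimulus; B-score of peak minus minimum fluorescence over baseline after thallium stimulus; more negative B-score means stronger Kir2.1 block with less thallium influx; some compounds called inactive have numbers as strong as hits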
# Target sequence (P35561 whole entry, looked up): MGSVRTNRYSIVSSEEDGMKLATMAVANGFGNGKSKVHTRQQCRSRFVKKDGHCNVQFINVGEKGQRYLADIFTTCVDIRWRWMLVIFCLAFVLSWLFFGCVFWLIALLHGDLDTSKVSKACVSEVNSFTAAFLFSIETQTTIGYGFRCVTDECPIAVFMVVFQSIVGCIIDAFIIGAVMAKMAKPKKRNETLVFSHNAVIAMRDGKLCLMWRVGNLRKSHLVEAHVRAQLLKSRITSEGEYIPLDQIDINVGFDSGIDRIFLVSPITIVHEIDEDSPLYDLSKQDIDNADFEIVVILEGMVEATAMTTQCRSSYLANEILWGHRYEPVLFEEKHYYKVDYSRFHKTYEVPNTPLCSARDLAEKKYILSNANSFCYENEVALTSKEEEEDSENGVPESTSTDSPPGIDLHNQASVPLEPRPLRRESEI
# * marks the source's active call; other numbers are inactive results; i = inactive. This is a random part of the collection. Share with any hit: about 1.8%.
SMILES,KCNQ2 inh,Kir21 inh
Cc1ccccc1C1c2[nH]c3ccccc3c2CCN1C(=O)c1ccc(=O)n(C)n1 (stereo not drawn),i,0.99
CCc1nnc(SCC(=O)Nc2ccc(F)cc2)o1,i,1.7
CC(C)=N/N=C(/c1ccc([N+](=O)[O-])cc1)C12CN3CN(CN(C3)C1)C2,i,-1.2
Cc1cnc(NC(=O)CSc2nnc(Cc3ccccc3)n2C)s1,i,-0.59
C=CCN=C1CC(C)(C)CC(=O)/C1=C(/O)CCC(=O)OC,i,0.03
COc1ccc(-n2cc(-c3ccccc3)[nH]c2=S)cc1,i,1.5
CCn1c(SCC(=O)NCCc2ccccc2)nc2sc3c(c2c1=O)CCN(C)C3,i,0.3
COc1cccc(C(C(=O)NCC2CCCO2)N(CC2CCCO2)C(=O)CN2C(=O)c3ccccc3S2(=O)=O)c1 (stereo not drawn),i,-0.2
COc1cc(CC(=O)OCC(=O)Nc2cccc([N+](=O)[O-])c2)cc(OC)c1OC,i,-0.42
O=C(c1ccc2ccccc2c1)N1CCN(Cc2ccccc2)CC1,i,-2.1

# Compounds shown so far that contain an NH in an aromatic ring, in the order listed:
SMILES,KCNQ2 inh,Kir21 inh
Cc1ccccc1C1c2[nH]c3ccccc3c2CCN1C(=O)c1ccc(=O)n(C)n1 (stereo not drawn),i,0.99
COc1ccc(-n2cc(-c3ccccc3)[nH]c2=S)cc1,i,1.5

# Further entries.
SMILES,KCNQ2 inh,Kir21 inh
CN1CCN(C(=O)c2ccc(Oc3ccc([N+](=O)[O-])cc3)cc2)CC1,i,1.2
CCCn1c2ccccc2c2nnc(SC(CC)C(=O)Nc3cc(C)on3)nc21 (stereo not drawn),i,0.46
C#CCOCCOCCOCCNc1nc(N2CCN(C(=O)[C@H]([C@@H](C)O)n3cc(CCCCN)nn3)CC2)nc(N2CCN(C(=O)[C@H]([C@@H](C)CC)n3cc(CCCN=C(N)N)nn3)CC2)n1,i,3
Nc1nc(-c2ccccc2)cc(-c2ccccc2O)n1,i,-0.04
COc1ccc(-c2nc3ccccc3nc2-c2ccccc2)cc1OC,i,-0.78
COC(=O)c1c(NC(=O)CSc2nnc(-c3ccco3)n2C)sc(C)c1C,i,0.31
O=C(N/N=C\c1cc(Br)cs1)c1ccncc1,i,2.3
O=C(CN1CCCCC1)Nc1cccc2c1OCO2,i,0.35
CC1CCN(S(=O)(=O)N2CCC(C(=O)NCCc3ccccc3)CC2)CC1,i,-1.2
CCOc1ccc(CNn2cnnc2)cc1,i,-0.38
Cc1cccc(/C=N/n2c(-c3ccccn3)n[nH]c2=S)c1,i,-0.29
O=C(Nc1ccc(Oc2cccc(C(F)(F)F)c2)nc1)c1ccco1,i,0.06
Cc1ccc(CCN2CC(C(=O)NCc3cccnc3)CC2=O)cc1 (stereo not drawn),i,0.91
COc1ccc(/C=C/C(=O)Nc2cc(C(F)(F)F)ccc2Cl)cc1OC,i,0.15
O=C(O)/C=C/C(=O)NNc1ccc([N+](=O)[O-])cc1,i,-0.52
Fc1ccc(NC(=S)NCCN2CCOCC2)cc1,i,0.47
Cc1ccc(NC(=S)Nc2ccc(S(=O)(=O)Nc3ncccn3)cc2)c(C)c1,i,-0.72
Cc1cccc(NC(=O)CSCC(=O)N(C)CCOc2ccc(Cl)cc2)c1,i,-1.2
N#Cc1ccc(C(=O)NC23CC4CC(CC(C4)C2)C3)cc1,i,-0.63
O=C(CSc1nnnn1-c1ccccc1)c1ccc(O)cc1O,i,2.7

# Complete entries, quoted from the list. Order of values: KCNQ2 inh, Kir21 inh
# COc1ccc(/C=C/C(=O)Nc2cc(C(F)(F)F)ccc2Cl)cc1OC as listed: i, 0.15
# Cc1ccc(NC(=S)Nc2ccc(S(=O)(=O)Nc3ncccn3)cc2)c(C)c1 as listed: i, -0.72
# O=C(Nc1ccc(Oc2cccc(C(F)(F)F)c2)nc1)c1ccco1 as listed: i, 0.06
# N#Cc1ccc(C(=O)NC23CC4CC(CC(C4)C2)C3)cc1 as listed: i, -0.63
# C=CCN=C1CC(C)(C)CC(=O)/C1=C(/O)CCC(=O)OC as listed: i, 0.03

# Following part
SMILES,KCNQ2 inh,Kir21 inh
CCC/C(=N\NC(=O)CNC(=O)/C=C/c1ccco1)c1ccccc1,i,-0.19
COCCOC(=O)c1c(C)n(C)c2ccc(OC(=O)c3ccco3)cc12,i,-0.65
CCC(=O)Nc1ccc2c(c1)nc(CCNC(=O)c1ccco1)n2C,i,0
Cc1cccc(C(=O)n2c(=S)nc3ccccn32)c1,i,-0.66
O=C1CN(C(=O)COC(=O)CCC(=O)c2ccc3c(c2)OCCO3)c2ccccc2N1,i,-0.59
Cc1ccc(NC(=O)Nc2ccc3c(c2)nnn3C)cc1C,i,1
CC1CCCC(C)N1C(=O)c1ccc(CS(=O)(=O)c2ccccc2)cc1 (stereo not drawn),i,-0.53
CC1(c2nnc(-c3cccc(Cl)c3)o2)CC(c2cccnc2)=NO1 (stereo not drawn),i,0
Cc1ccc(NC(=S)NNC(=S)Nc2cccc(C(F)(F)F)c2)cc1,i,2.5
O=C(CC(c1ccccc1)c1cc(Br)ccc1O)NCc1ccco1 (stereo not drawn),i,-2.4
COc1ccccc1NC(=O)C(=O)c1cn(CC(=O)N2CCCC2)c2ccccc12,i,0.34
CC1(C)CC[C@@]23CC[C@]4(C)[C@@](OC2=O)(C3C1)[C@H]1O[C@H]1C1[C@@]2(C)CC[C@H](O)C(C)(C)C2CC[C@]14C (stereo partly drawn),i,-1.1
CC1CC(C)CN(C(=O)C(C)N(C)CC(=O)Nc2ccccc2Cl)C1 (stereo not drawn),i,0.26
COc1cccc(-c2c(C(=O)N/N=C/c3ccsc3)nnn2-c2nonc2N)c1,i,-1.4
CC(C)[C@@H](C(=O)N1CCNCC1)n1cc(CCO)nn1,i,1.4
COc1cc([N+](=O)[O-])ccc1NC(=O)NCC1CCN(Cc2ccc(Cl)cc2)CC1,-6.1*,-5.6*
NC(=O)c1ccccc1N,i,0.01
COc1ccc(C(c2sc3nc(C)nn3c2O)N2CCN(Cc3ccccc3)CC2)cc1OC (stereo not drawn),i,0.02
COC(CNS(=O)(=O)c1ccc(S(=O)(=O)NC2CC2)cc1)OC,i,-0.67
O=S(=O)(Nc1nc2ccccc2[nH]1)c1ccc(Cl)cc1,i,0.4
CSc1ccccc1OCc1cc(C(=O)NCCc2ccco2)no1,i,0.2
Cc1ccc(N2C(=O)c3ccc(C(=O)N4CCN(Cc5ccccc5)CC4)cc3C2=O)cc1,i,1.8
C/C(=C\c1ccccc1)C(=O)N1CCN(Cc2ccc3c(c2)OCO3)CC1,i,0
CCN1CCN(c2nc3c(c(=O)[nH]c(=O)n3C)n2CCCSc2ncccn2)CC1,i,-0.39
Cn1c(SCC(=O)NC2CCCCCC2)nnc1-c1ccco1,i,-0.48
COc1nc(OC/C(N)=N/O)nc(N2CCOCC2)n1,i,0.19
COc1ccc(-n2c(SCC(=O)Nc3nccs3)nc3c(c2=O)SC(C)C3)cc1 (stereo not drawn),i,0.39
O=C(Nc1ccc(S(=O)(=O)NCc2ccccc2)cc1)c1ccccc1[N+](=O)[O-],i,0.13
CCOc1cc(NC(=S)NCCCOC)c(OCC)cc1NC(=O)c1cccs1,i,-0.12
CCOC(=O)Nc1cccnc1Sc1ccc(Cl)cc1,i,-3
CN(C)CCNC(=O)c1c(NC(=O)c2ccccc2)sc2c1CCCC2,i,0.74
C/C=C\C=C/C(=O)Nc1cccc(C2=NOC3(C2)C[C@@H](C(N)=O)N(C(=O)C2(C)CC2)C3)c1 (stereo partly drawn),i,1.9
O=C(/C=C/c1cc2c(cc1Br)OCO2)NCc1ccc(Cl)cc1,i,-0.03
COC(CNC(=O)c1cccnc1)OC,i,-0.42
O=C(CN1C(=O)/C(=C/c2ccc(C(F)(F)F)cc2)Sc2ccccc21)NCCCN1CCOCC1,i,-0.29
CCN1C(=O)/C(=C/c2ccc(C)s2)SC1=Nc1ccc(OC)cc1,-6.3*,-1.5
CCOc1ccccc1OCC(=O)OCC(=O)NNC(=O)c1ccc([N+](=O)[O-])cc1,i,0.77
COc1ccc(CN(CCC(c2ccco2)C(C)C)C(C)=O)cc1OC (stereo not drawn),i,-0.99
O=C1CCCN1c1ccc(S(=O)(=O)N2CCCCC2)cc1[N+](=O)[O-],i,0.54
COc1ccc(NC(=O)CN(C)CC(=O)Nc2ccccc2SC)cc1,i,0.53
O=C(Cc1n[nH]c(=O)c2ccccc12)NC(c1ccccc1)c1ccccc1,i,-0.28
COC(=O)N1[C@H](C)C=C[C@]1(Cc1ccccc1)C(=O)NCCCNc1ncc(C(F)(F)F)cc1Cl,i,0.28
CCN1CCN(Cc2ccc(NC(=O)c3ccc(C)c(NC(=O)c4c[nH]c5cc(C(F)(F)F)ccc5c4=O)c3)cc2C(F)(F)F)CC1,i,0.04
COc1ccc(N(CC(=O)NCc2ccncc2)S(=O)(=O)c2ccc(C)c([N+](=O)[O-])c2)cc1,i,-1.6
CCOc1ccc(S(=O)(=O)NCc2ccccn2)cc1NC(=O)c1ccccc1F,i,0.17
O=C(Nc1cnccn1)c1ccc(F)cc1Cl,i,1.6
N#Cc1ccccc1Sc1ccccc1C(=O)OCC(N)=O,i,1
CCc1cccc2c1Sc1ccccc1CC2N1CCNCC1 (stereo not drawn),i,-4.2
Cc1ccccc1OC1CCN(C(=O)C2CCC(=O)N(C3CCCC3)C2)CC1 (stereo not drawn),i,-3.4
CCCc1nc2oc3c(NCc4ccccn4)ncnc3c2c2c1COC(C)(C)C2,i,2.1

# Further entries follow.
SMILES,KCNQ2 inh,Kir21 inh
Cc1cccc(OCc2nnc(SCC(=O)NCCc3ccccc3)o2)c1,i,0.76
O=C(CCC(=O)Nc1cccc(Cl)c1)N/N=C/c1cc([N+](=O)[O-])ccc1O,i,-0.67
N#CCSc1nc2ccc(N3CCOCC3)cc2c(=O)n1CCc1ccccc1,i,-3.6
COc1ccc(-n2nnnc2SCC(=O)Nc2nnc(C)s2)cc1,i,0.4
CC(C)OCC1CC(CC(=O)Nc2ccc([N+](=O)[O-])cc2)C(=O)O1 (stereo not drawn),i,-0.11
COc1ccc(-c2c(C(C)=O)c(C)n(C)c2C)cc1,i,1.3
CC(C)(C)C1(C)OC(C(=O)NC2CCCCC2)C(C(=O)NC2CCCCC2)O1 (stereo not drawn),i,1.9
CC(C)c1nnc(NC(=O)c2cccc(-n3cnnn3)c2)s1,i,0.4
O=[N+]([O-])c1ccc(CSc2nnc(Cc3ccccc3)n2-c2ccc(F)cc2)cc1,i,-0.88
CCC1CCCCN1CCCNC(=O)CSc1nc2nc(C)c(Cc3ccccc3)c(C)n2n1 (stereo not drawn),i,-0.87
COc1ccc(-n2cnnc2SCC(=O)N2CCN(c3ccccc3)CC2)cc1,i,0.04
C=CCN1C(=O)CC(C(=O)NC)SC1=Nc1ccc(C(=O)OCC)cc1 (stereo not drawn),i,1.6
Cc1ccc(S(=O)(=O)c2nc(-c3ccccc3F)oc2N2CC(C)OC(C)C2)cc1 (stereo not drawn),i,1.3
Nc1c(N(CCC2=CCCCC2)C(=O)CCCOc2ccccc2)c(=O)[nH]c(=O)n1Cc1ccccc1,i,-0.75
CCS(=O)CCSC(=N)N (stereo not drawn),i,1.1
COc1ccc(C(=O)CC(=O)c2ccc(F)cc2)cc1,i,1.5
O=C(CN1C(=O)c2cccc3cccc1c23)Nc1ccccc1,i,0.01
CCn1c(C)cs/c1=N\C(=S)Nc1ccccc1C,i,-0.22
CCOC(=O)C(C)N1C(=O)S/C(=C/c2cc(C)n(-c3ccccn3)c2C)C1=O (stereo not drawn),i,-0.88
Cc1ccc(S(=O)(=O)N(Cc2cccc(F)c2)C(=O)N2CCN(C)CC2)cc1,i,-0.55
CCC(C)NS(=O)(=O)c1ccc(NS(C)(=O)=O)cc1 (stereo not drawn),i,-0.09
Cc1c(Cl)c([N+](=O)[O-])nn1CCCC(=O)NC1CCCCC1,i,-1.2
Cc1cccc(C(=O)Nc2cccc(C(=O)N/N=C/c3ccccn3)c2)c1,i,0.08
CCOc1ccc(/C=C/C(=O)N(CC)CC(=O)Nc2ccc3c(c2)OCCO3)cc1OCC,i,-0.03
COc1cc(NC(=O)Nc2ccccc2)c(OC)cc1NC(=O)CN1CCCCC1,i,1.8
O=C(Nc1nnc(SCc2ccccc2)s1)C1=COCCO1,i,0.89
CSc1n[nH]c(NC(C)=O)n1,i,0.32
CCN(c1ccc(NC(=O)c2ccc(N3CCCC3=O)cc2)cc1)C(C)C,i,0.14
COc1cccc(C(=O)Nc2nc3ccccc3s2)c1,i,1.1
COCc1nnc(NC(=O)C2CC(=O)N(CCc3ccc(F)cc3)C2)s1 (stereo not drawn),i,1.3

# Three records drawn at random from the list so far, as already listed:
SMILES,KCNQ2 inh,Kir21 inh
Cc1cccc(C(=O)Nc2cccc(C(=O)N/N=C/c3ccccn3)c2)c1,i,0.08
Cc1c(Cl)c([N+](=O)[O-])nn1CCCC(=O)NC1CCCCC1,i,-1.2
CCN(c1ccc(NC(=O)c2ccc(N3CCCC3=O)cc2)cc1)C(C)C,i,0.14

# Continued:
SMILES,KCNQ2 inh,Kir21 inh
Cc1ccc(NC(=O)c2cc3ccccc3oc2=O)cc1S(=O)(=O)N(C)C,i,1.8
CCCCc1cc(=O)oc2cc(OCc3nn[nH]n3)ccc12,i,0
CNc1nc(-c2ccccn2)nnc1-c1ccccc1,i,0.37
C/C(=N\NC(=O)c1ccccn1)c1ccc(Cl)cc1,i,-0.42
CCOc1cc(Br)c(CN2C(=O)NC3(CCCCCC3)C2=O)cc1OCC,i,0.87
Cc1cc(C(F)(F)F)nn1-c1nc(-c2ccco2)cc(C(F)(F)F)n1,i,-0.08
CC(NC(=O)Cn1cccc1C(=O)c1ccccc1)c1ccc2c(c1)OCCO2 (stereo not drawn),i,0.11
Nc1nc(SCC(=O)c2c(N)n(Cc3ccccc3)c(=O)[nH]c2=O)n[nH]1,i,-0.67
COc1ccc(/C=N/NC(=O)c2c(Br)cnn2C)c2ccccc12,i,-0.15
